Screening results from PubChem.
PTEN del growth = growth suppression of PTEN-null HCT116, primary screen, cell-based, CellTiter-Glo. HCT116 PTEN-null viability, 60 h; active compounds read low. viability, % at 10 µM. actives 1.2% (n = 140,000);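 active = viability at or below a set limit, 4 SD under the median of all tested compounds, cut at about 3.7% in these data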;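 note: PTEN knockout HCT116 line with beta catenin targeted HCT116 as companion control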
HCT116 bCat-KO = primary screen for growth suppressors in beta-catenin knockout HCT116 cells (colon tumor, human). HCT116 beta-catenin knockout viability, CellTiter-Glo, 60 h; active compounds read low. viability, % at 10 µM. actives 1.5% (n = 140,000). AID 818, 2007;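 active = viability at or under a set limit, the compound median less 4 SD, cut at about 6% in these data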;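 note: 0% = Hyamine 1622 control at 20 µM and 100% = untreated cell control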
Phagocyt inh = inhibitors of macrophage phagocytosis, primary screen, imaging, J774A.1 cells, IgG beads; inhibition, % at 5 µM; actives 0.07% (n = 110,000); J774A.1 macrophage IgG-bead phagocytosis;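 active = inhibition above the mean of the plate negative controls plus 5 SD, cut at about 13% in these data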;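 note: phagocytic index as fraction of beads internalized from green versus red external bead signal; plate controls were DMSO negative control for no effect and cytochalasin-D positive control for full effect; some results beyond the cut were filed as inactive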
BB579 growth dn = growth inhibitors of yeast BB579 in restrictive medium, primary screen, yeast lifespan-shortening project, S. cerevisiae; actives 0.51% (n = 140,000); inhibition, % at 10 µM; AID 804, 2007; OD615, 48 h;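 active = inhibition above a set limit, 3 SD over the mean compound inhibition, cut at about 44% in these data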; note: inactives centre near -24
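System: Saccharomyces cerevisiae DeaD strain BB579, replicative lifespan model yeast. Buffer or medium: restrictive glucose-based CSMM-D medium. Doses: one dose, 10 µM compound with 0.25% DMSO. Timing: 4 h preincubation and 48 h exposure at 30 °C. Detection: turbidity as optical density at 615 nm. Benchmarks: amphotericin B 10 µg/mL, positive.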
MRP-1 activ = H69AR viability gain despite doxorubicin, primary screen, MRP-1 activator project, H69AR cells, CellTiter-Glo; viability increase, % at 10 µM; viability rescue; actives 0.61% (n = 140,000); AID 799, 2007;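 active = viability gain under doxorubicin at or above a set limit, the compound median plus 3 SD, cut at about 4.7% in these data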;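 note: MRP-1 overexpressing cells given doxorubicin 25 µM after compound pretreatment; 18-22 h compound pretreatment then 72 h with doxorubicin before readout; 0% = doxorubicin-only wells and 100% = vehicle-treated cells without doxorubicin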
GALR2 antag = GALR2 antagonists in receptor-expressing cells, primary screen | antagonist mode | actives 0.39% (n = 140,000) | Galanin receptor type 2 (Homo sapiens), O43603 | inhibition, % at 4 µM; in the data active = inhibition above about 27%;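 note: cells stimulated with galanin 1-16 at roughly its EC80; 0% = agonist challenge control and 100% = basal control without agonist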
Target sequence (O43603 whole entry, looked up): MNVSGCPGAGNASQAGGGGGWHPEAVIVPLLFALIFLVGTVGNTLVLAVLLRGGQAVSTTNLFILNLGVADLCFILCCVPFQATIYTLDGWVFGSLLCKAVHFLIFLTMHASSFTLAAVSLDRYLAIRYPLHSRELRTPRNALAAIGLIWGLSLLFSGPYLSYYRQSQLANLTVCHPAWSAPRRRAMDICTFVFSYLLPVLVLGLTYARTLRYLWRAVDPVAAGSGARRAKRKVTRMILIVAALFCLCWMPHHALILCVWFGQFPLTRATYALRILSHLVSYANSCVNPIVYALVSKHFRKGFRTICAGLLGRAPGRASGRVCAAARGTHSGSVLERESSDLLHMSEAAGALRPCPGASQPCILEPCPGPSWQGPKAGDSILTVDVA
E-sel TNF inh = E-selectin induction blockers in HUVEC – imaging, immunofluorescence, high content, primary screen. actives 0.71% (n = 120,000). AID 1246, 2008. inhibition, % at 2 µM. HUVEC TNFa-induced E-selectin immunofluorescence;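 active = inhibition above the batch mean plus 3 SD, and confirmed as a hit on visual image review, cut at about 43% in these data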;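 note: 0% = TNF-stimulated DMSO wells and 100% = unstimulated control wells; not every result past the cut was called active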
Measles CPE = compounds protecting cells from measles virus cytopathic effect, primary screen, measles RdRp inhibitor project, single point, MLSMR library, absorbance; AID 841, 2007; protection (pct of control), % at 4 µM; Measles virus-infected cells, CPE protection; actives 1.5% (n = 140,000); in the data active = protection mostly above about 24%, no sharp cut-off; inactive = mostly below about 26%; note: some compounds called inactive have numbers as strong as hits
Yeast lifespan up = compounds extending yeast replicative lifespan, primary screen, S. cerevisiae, OD615 | actives 0.68% (n = 130,000) | S. cerevisiae growth with nicotinamide; deaD strain in restrictive glucose medium | inhibition of the nicotinamide effect, % at 10 µM;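 active = inhibition above a set limit, placed 3 SD over the median of all compounds, cut at about 26% in these data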;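 note: 0% = nicotinamide-treated wells and 100% = cells grown without nicotinamide; some compounds called inactive have numbers as strong as hits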
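Test system: DeaD-strain S. cerevisiae / Buffer or medium: restrictive glucose medium / Also added: nicotinamide 1.5 mM / Doses: one concentration, 10 µM, DMSO 0.25% / Schedule: 48 h at 30 °C / Signal: OD615 measurement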
NPY Y2 blocker = NPY-Y2 receptor antagonists, primary screen, cell-based. NPY-Y2 expressing cells, antagonist mode. AID 793, 2007. actives 0.99% (n = 140,000). inhibition, % at 2.7 µM. Neuropeptide Y receptor type 2 (Homo sapiens), P49146; in the data active = inhibition above about 17%;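 note: 0% = vehicle with agonist challenge and 100% = reference antagonist with challenge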
Target sequence (P49146 whole entry, looked up): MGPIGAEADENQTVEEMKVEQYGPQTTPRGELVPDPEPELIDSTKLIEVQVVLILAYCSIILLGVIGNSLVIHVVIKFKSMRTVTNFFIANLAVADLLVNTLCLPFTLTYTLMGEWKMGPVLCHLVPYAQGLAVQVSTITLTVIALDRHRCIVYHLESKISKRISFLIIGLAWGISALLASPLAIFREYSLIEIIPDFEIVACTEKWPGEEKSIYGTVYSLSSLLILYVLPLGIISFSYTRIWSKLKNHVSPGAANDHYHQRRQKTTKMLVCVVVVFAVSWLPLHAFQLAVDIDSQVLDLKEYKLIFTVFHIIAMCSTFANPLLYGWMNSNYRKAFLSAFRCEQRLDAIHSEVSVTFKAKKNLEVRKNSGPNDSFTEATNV
* = called active by the depositor.

Screening Cc1c(/C=N/NC(=O)c2cc(=O)[nH]c(=O)[nH]2)c2ccccn2c1C(=O)c1ccccc1 returned PTEN del growth 96, HCT116 bCat-KO 102, Phagocyt inh -2, BB579 growth dn -21, MRP-1 activ -1.5, GALR2 antag -14, E-sel TNF inh -8, Measles CPE 13, Yeast lifespan up 10 and NPY Y2 blocker 2.
`CC(=O)c1ccc(NC(=O)COC(=O)CCN2C(=O)c3cccc([N+](=O)[O-])c3C2=O)cc1` gave PTEN del growth 99, HCT116 bCat-KO 109, Phagocyt inh 3, BB579 growth dn -15, MRP-1 activ -0.1, GALR2 antag -6, Measles CPE 7, Yeast lifespan up 2 and NPY Y2 blocker -1.
`CCOC(=O)CN1C(=O)C(CC)Oc2ccccc21` (configuration not stated) gave PTEN del growth 87, HCT116 bCat-KO 84, Phagocyt inh -3, BB579 growth dn -25, MRP-1 activ -3.1, GALR2 antag -4, E-sel TNF inh 1, Measles CPE 40, Yeast lifespan up -7 and NPY Y2 blocker 2.
C=CCNc1cnn(-c2ccc(C)cc2)c(=O)c1Cl was read as PTEN del growth 92, HCT116 bCat-KO 90, BB579 growth dn -13, MRP-1 activ 0.1, GALR2 antag 2, E-sel TNF inh -6, Measles CPE 3, Yeast lifespan up -18 and NPY Y2 blocker -1.
`CCCN(CCO)Cc1ccc(Br)cc1` gave PTEN del growth 92, HCT116 bCat-KO 100, BB579 growth dn -32, MRP-1 activ -2.0, GALR2 antag 1, E-sel TNF inh -2, Measles CPE 4, Yeast lifespan up -4 and NPY Y2 blocker -1.
`COc1ccc(NC(=O)c2c(C)cc(=O)oc2C)c(OC)c1` gave PTEN del growth 95, HCT116 bCat-KO 79, Phagocyt inh -1, BB579 growth dn 1, MRP-1 activ -0.9, GALR2 antag 6, E-sel TNF inh -28, Measles CPE 10, Yeast lifespan up -10 and NPY Y2 blocker 2.
Screening Cc1cc(C)cc(NC(=O)c2oc3ccccc3c2COc2ccccc2)c1 returned PTEN del growth 81, HCT116 bCat-KO 83, Phagocyt inh -2, BB579 growth dn -32, MRP-1 activ 5.2*, GALR2 antag 3, E-sel TNF inh -20, Measles CPE 2, Yeast lifespan up 3 and NPY Y2 blocker -1.
Screening COCCNC(=O)c1ccc(CN2CCOCC2)cc1 returned PTEN del growth 98, HCT116 bCat-KO 98, BB579 growth dn -39, MRP-1 activ -2.7, GALR2 antag -10, E-sel TNF inh 4, Measles CPE 14 and NPY Y2 blocker 2.
COc1cc(C(=O)O/N=C2/C=C(C)C(=O)C=C2C)cc(OC)c1OC was read as PTEN del growth 6, HCT116 bCat-KO 3.6*, Phagocyt inh -1, BB579 growth dn -35, MRP-1 activ -3.8, GALR2 antag -4, E-sel TNF inh -25, Measles CPE 10, Yeast lifespan up 16 and NPY Y2 blocker 1.
For Cc1cc(NC(=O)c2cnn3cccnc23)nn1CC(=O)Nc1cccnc1 the results were PTEN del growth 111, HCT116 bCat-KO 91, Phagocyt inh -2, BB579 growth dn -49, MRP-1 activ -1.4, GALR2 antag 2, E-sel TNF inh -6, Measles CPE 6, Yeast lifespan up -9 and NPY Y2 blocker 2.
Screening COc1cc(CO)ccc1Oc1nnnn1-c1ccc(C(N)=O)cc1 returned PTEN del growth 86, HCT116 bCat-KO 81, Phagocyt inh 2, BB579 growth dn -47, MRP-1 activ -2.8, GALR2 antag 3, E-sel TNF inh -1, Measles CPE 17, Yeast lifespan up 1 and NPY Y2 blocker 0.
Screening N#C/C(=C/c1ccc(CNC(=O)C(=O)Nc2cc(Cl)cc(Cl)c2)o1)C(=O)NCc1cccnc1 returned PTEN del growth 94, HCT116 bCat-KO 82, BB579 growth dn -36, MRP-1 activ -0.3, GALR2 antag 21, E-sel TNF inh 20, Measles CPE 9, Yeast lifespan up 0 and NPY Y2 blocker 4.
Screening Cc1cccc(C)c1-n1c(C)cc(/C=C2\C(=O)NN(c3ccccc3)C2=O)c1C returned PTEN del growth 72, HCT116 bCat-KO 68, BB579 growth dn -40, MRP-1 activ 7.9*, GALR2 antag -2, E-sel TNF inh -17, Measles CPE 7, Yeast lifespan up 2 and NPY Y2 blocker 0.
`CCN(CC)CCCOc1ccc(C)cc1Br` gave PTEN del growth 72, HCT116 bCat-KO 76, Phagocyt inh 0, BB579 growth dn -2, MRP-1 activ -3.3, GALR2 antag -6, Measles CPE 5, Yeast lifespan up -2 and NPY Y2 blocker 1.
`N#CCSCC(=O)Nc1ccc(F)cc1` gave PTEN del growth 97, HCT116 bCat-KO 97, Phagocyt inh -3, BB579 growth dn 2, MRP-1 activ -0.7, GALR2 antag 3, E-sel TNF inh 3, Measles CPE 54*, Yeast lifespan up -4 and NPY Y2 blocker 5.
S=C(NCCC1=CCCCC1)Nc1ccccc1 was read as PTEN del growth 69, HCT116 bCat-KO 63, Phagocyt inh -1, BB579 growth dn -38, MRP-1 activ -4.4, GALR2 antag 11, E-sel TNF inh 0, Measles CPE 11, Yeast lifespan up -18 and NPY Y2 blocker 1.
`O=S(=O)(NC1=NCCC1)c1cccs1` gave PTEN del growth 99, HCT116 bCat-KO 93, Phagocyt inh 0, BB579 growth dn -33, MRP-1 activ -0.7, GALR2 antag -9, E-sel TNF inh -8, Measles CPE 9, Yeast lifespan up -1 and NPY Y2 blocker 2.
Screening Cc1cccc(-n2ncc3c(NCCCn4ccnc4)ncnc32)c1 returned PTEN del growth 87, HCT116 bCat-KO 98, Phagocyt inh 0, BB579 growth dn -7, MRP-1 activ -2.8, GALR2 antag 6, Measles CPE 18, Yeast lifespan up -8 and NPY Y2 blocker 1.
COCCNC(=O)C(=O)NCC1OCCN1C(=O)c1ccc(Cl)cc1 (configuration not stated) was read as PTEN del growth 93, HCT116 bCat-KO 101, BB579 growth dn 5, MRP-1 activ -1.2, GALR2 antag 13, E-sel TNF inh 4, Measles CPE 14, Yeast lifespan up 12 and NPY Y2 blocker 1.
Screening O=C(COC(=O)Cc1cccs1)Nc1ccc(F)c(F)c1F returned PTEN del growth 105, HCT116 bCat-KO 100, Phagocyt inh -1, BB579 growth dn -4, MRP-1 activ 0.2, GALR2 antag -1, E-sel TNF inh -7, Measles CPE 3, Yeast lifespan up -11 and NPY Y2 blocker 5.
Screening O=C(NCCc1nc2ccccc2[nH]1)/C(=C/c1ccc2c(c1)OCO2)NC(=O)c1ccccc1 returned PTEN del growth 95, HCT116 bCat-KO 91, BB579 growth dn -12, MRP-1 activ -2.9, GALR2 antag -11, E-sel TNF inh 9, Measles CPE 16, Yeast lifespan up -2 and NPY Y2 blocker 0.
Screening Clc1ccc(N=c2ssnc2Cl)cc1 returned PTEN del growth 80, HCT116 bCat-KO 86, BB579 growth dn 77*, MRP-1 activ -3.9, GALR2 antag 3, E-sel TNF inh 8, Measles CPE 13 and NPY Y2 blocker 6.
Screening CCS(=O)(=O)n1nc(-c2ccccc2)nc1N returned PTEN del growth 101, HCT116 bCat-KO 91, BB579 growth dn -14, MRP-1 activ -3.0, GALR2 antag -9, E-sel TNF inh -8, Measles CPE 6, Yeast lifespan up -4 and NPY Y2 blocker 2.
For COc1cc2cc(/C=C/C(=O)c3ccco3)c(Cl)nc2cc1OC the results were PTEN del growth 8, HCT116 bCat-KO 18, Phagocyt inh 0, BB579 growth dn -36, MRP-1 activ -6.1, GALR2 antag 5, E-sel TNF inh -6, Measles CPE 16, Yeast lifespan up 2 and NPY Y2 blocker 1.
For Cc1ccc(NC(=O)CSc2nnc(CSc3nc(C)cc(C)n3)n2Cc2ccco2)c(C)c1 the results were PTEN del growth 90, HCT116 bCat-KO 72, Phagocyt inh -1, BB579 growth dn -23, MRP-1 activ -1.0, GALR2 antag 10, E-sel TNF inh -8, Measles CPE 11, Yeast lifespan up -17 and NPY Y2 blocker 3.
`Cc1ccc(/C=C2/NC(=O)N(Cc3ccccc3)C2=O)s1` gave PTEN del growth 90, HCT116 bCat-KO 99, BB579 growth dn -32, MRP-1 activ -0.8, GALR2 antag 1, E-sel TNF inh -36, Measles CPE 7, Yeast lifespan up -5 and NPY Y2 blocker -1.
For CC(=O)OCc1c(C(F)(F)F)nn(C)c1SCc1ccc(Cl)cc1 the results were PTEN del growth 94, HCT116 bCat-KO 98, Phagocyt inh -2, BB579 growth dn -63, MRP-1 activ 0.8, GALR2 antag 6, E-sel TNF inh 24, Measles CPE 19, Yeast lifespan up -9 and NPY Y2 blocker 2.
Screening O=C(COC(=O)c1ccccc1NC(=O)c1ccco1)NCCC1=CCCCC1 returned PTEN del growth 104, HCT116 bCat-KO 84, Phagocyt inh -1, BB579 growth dn -40, MRP-1 activ -3.2, GALR2 antag -2, E-sel TNF inh -22, Measles CPE 19, Yeast lifespan up 3 and NPY Y2 blocker 12.
For CCOC(=O)C1=C(c2ccccc2)NC(SCC(=O)Nc2ccc(C)cc2)=C(C#N)C1c1ccco1 (configuration not stated) the results were PTEN del growth 53, HCT116 bCat-KO 63, Phagocyt inh -2, BB579 growth dn -16, MRP-1 activ -1.1, GALR2 antag 18, E-sel TNF inh -15, Measles CPE 3, Yeast lifespan up -9 and NPY Y2 blocker 2.
COC(=O)c1sccc1NC(=O)C1C2C=CC(C2)C1C(=O)O (configuration not stated) was read as PTEN del growth 99, HCT116 bCat-KO 96, BB579 growth dn -24, MRP-1 activ -2.4, GALR2 antag 2, E-sel TNF inh -10, Measles CPE 16 and NPY Y2 blocker 1.
Screening CC1CCCCC1NC(=O)C(Cc1ccccc1)NS(=O)(=O)c1cccs1 (configuration not stated) returned PTEN del growth 74, HCT116 bCat-KO 77, Phagocyt inh 0, BB579 growth dn -29, MRP-1 activ -4.1, GALR2 antag -19, E-sel TNF inh 0, Measles CPE 5, Yeast lifespan up -6 and NPY Y2 blocker 11.
`COc1ccc(NC(=O)c2cc(Cl)ccc2NC(=O)c2ccco2)c(OC)c1` gave PTEN del growth 90, HCT116 bCat-KO 95, Phagocyt inh 1, BB579 growth dn -74, MRP-1 activ -0.8, GALR2 antag -14, E-sel TNF inh -6, Measles CPE 15, Yeast lifespan up -16 and NPY Y2 blocker 1.
For CC1(C)Cc2c(sc3[nH]c(=S)n(Cc4ccco4)c(=O)c23)CO1 the results were PTEN del growth 70, HCT116 bCat-KO 69, Phagocyt inh 2, BB579 growth dn -8, MRP-1 activ -3.5, GALR2 antag 7, E-sel TNF inh -4, Measles CPE 1, Yeast lifespan up -5 and NPY Y2 blocker 2.
